# Screens: PubChem BioAssay, several laboratories
# Insulin prom inh = TRM-6 insulin promoter activity inhibition; TRM-6 cells (human fetal islet line), insulin promoter-eGFP reporter, imaging; reporter expression induced with tamoxifen; inhibition, % at 2 µM; hit rate 0.9% among 130,000;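 active = inhibition above the mean plus 3 SD, with well images judged a real hit on visual review, cut at about 60% in these data, passing the limit was not always enough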
# SDO1 yeast rescue = compounds rescuing growth of sdo1-depleted yeast, bone marrow failure model. hit rate 0.21% among 140,000. S. cerevisiae sdo1-depleted JHY4D growth rescue, OD600 30 h; active compounds read high; pdr5 snq2 efflux-pump mutant strain. z-score at 10 µM;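 active = z-score above 3 at both the 24 hr and the 30 hr optical density reads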;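 note: z-score against mean and SD of all compound wells on the same plate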
# SDO1 yeast rescue Rescue 24 h = also measured in SDO1 yeast rescue; calls as there; z-score; S. cerevisiae sdo1-depleted JHY4D growth rescue, OD600; measured here: growth rescue at 24 h;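 0 is the plate mean of compound wells and units are plate SD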
# The depositor's hits bear a star; · = not tested or not shown. These rows are one share of the data; rates above refer to the full screens.
SMILES,Insulin prom inh,SDO1 yeast rescue,SDO1 yeast rescue Rescue 24 h
COc1ccc(-n2nc([N+](=O)[O-])c(=NCc3cccnc3)n2O)cc1,7,-0.85,-0.36
CCOc1ccc(C(=O)N2CCCN(C(=O)c3ccc(OCC)cc3)CC2)cc1,·,2.2,1.4
CCn1cc(SCC(=O)NCc2ccc3c(c2)OCO3)c2ccccc21,·,-1.1,-0.82
Cc1cc(NS(=O)(=O)c2ccc(NC(=O)c3cc4ccccc4o3)cc2)nc(C)n1,39,0.69,0.23
Cc1ccc(NC(=O)c2cccc3c2-c2ccccc2C3=O)cc1C,-31,-1.6,-0.92
O=C(C1CCCC1)N1CCN=C1SCc1cccc([N+](=O)[O-])c1,45,·,·
CCOc1cc(/C=C2\C(=O)N(c3cccc(C(F)(F)F)c3)C(=O)c3ccccc32)ccc1O,23,-0.67,1
O=C(CSc1nnnn1C1CCCCC1)Nc1ccccc1N1CCOCC1,11,·,·
Cc1ccc(CNC(=O)CN(C)S(=O)(=O)c2cccc3nsnc23)cc1,8,-0.33,-0.76
Cc1c(N=C2C=C(Br)C(=O)C(Br)=C2)c(=O)n(-c2ccccc2)n1C,-56,·,·
CC(=O)n1cc(Nc2ccccc2C(=O)O)c2ccccc21,·,-0.33,-0.1
Cc1[nH]c(=O)c(C#N)cc1-c1ccncc1,-20,·,·
O=C(N/N=C/c1cccs1)c1ccccn1,·,0.16,-0.24
N=c1c2c(n(Cc3ccc(F)cc3)c3c1CCC3)CCCC2,13,·,·
COc1cccc(C(=O)N2CCN(Cc3ccc4c(c3)OCO4)CC2)c1OC,-36,-1.2,-1.1
COC(=O)CCC(=O)COc1ccc(OC)cc1C#N,·,0.26,-0.27
CC(C)CCNC(=O)Cn1c(=O)oc2cc(S(=O)(=O)N3CC(C)CC(C)C3)ccc21 (stereo not given),·,-0.52,1.2
O=C(c1ccccc1)C1Oc2ccccc2C2CC(c3cccs3)=NN12 (stereo not given),19,·,·
CN(C)CCCNC(=O)c1ccc2[nH]c3ccccc3c2c1,62,0.85,0.67
CCOc1ccc(N=Nc2cc(C(C)C)ccc2O)cc1,0,-1.2,-1.6
O=C(Nc1ccccc1Cl)c1cc(S(=O)(=O)N2CCCCC2)ccc1N1CCOCC1,·,-1.4,-1.4
CCCc1[nH]nc2c1C(CCC)C(C#N)=C(N)O2 (stereo not given),·,-0.15,-0.42
O=C(NCC1CCOCC1)c1ccc(OC2CCN(Cc3ccccn3)CC2)cc1,-15,·,·
O=C(N1CCOCC1)N1c2ccccc2Sc2ccccc21,-23,-1.1,-0.38
CCOc1ccc(NC(=O)CCC(=O)O)cc1,50,1.1,0.65
O=C(NCCCN1CCCC1=O)c1ccc2c(=O)n(Cc3ccco3)c(=S)[nH]c2c1,58,-0.01,-0.15
CC(C)(C)C1CCc2c(sc3nc(SCC(N)=O)nc(N)c23)C1 (stereo not given),44,-1.7,-1.7
Nc1scc2c(C(=O)N/N=C/c3ccc(Cl)cc3)nn(-c3ccccc3)c(=O)c12,-18,-0.92,0.11
COc1ccc(N/C(=C/[N+](=O)[O-])SC)cc1,-23,·,·
N#Cc1c(-c2ccccc2)ccn(Cc2ccccc2Cl)c1=O,9,-1.4,-1.1
Cc1ccn2c(C(=O)c3ccc(Cl)cc3)cnc2c1,-35,-0.12,-0.25
Cc1cccc(OCc2nnc(NC(=O)Cc3cccs3)s2)c1,-144,-1.1,0.03
Cc1ccc(OCCn2c(Br)nc3c2c(=O)n(C)c(=O)n3C)cc1,-400,1.4,-0.44
COc1cccc(-n2nnc3c(=O)n(CC(=O)OCc4ccccc4)cnc32)c1,44,-0.28,0.65
CN(C)C(CNC(=O)Cc1cccc(C(F)(F)F)c1)c1ccco1 (stereo not given),0,·,·
CCOc1ccc(C2CC(c3cccc(C)c3)n3ncnc3N2)cc1 (stereo not given),·,0.23,0.1
Cc1ccccc1C(=O)NNC(=O)CSc1nnc(-c2ccncc2)n1-c1ccccc1,0,1.4,1.2
Cc1nc(SCc2ccc(C(=O)O)cc2)nc2c1CCCC2,-53,·,·
O=C(CCc1ccccc1)NCCC1=CCCCC1,-34,-0.08,-0.25
CN(C)S(=O)(=O)c1ccc(Oc2ccc(S(=O)(=O)N(C)C)cc2)cc1,-52,-0.38,-0.42
Cc1ccc(S(=O)(=O)N(c2ccccc2)C2CCS(=O)(=O)C2)cc1 (stereo not given),-33,-1,-1.4
CCOC(=O)CCCNS(=O)(=O)c1c(C)ccc2nsnc12,-121,1.1,0.81
CCOc1cc(/C=N/O)ccc1OCc1ccc(C)cc1,-76,-0.07,0.48
CC(=O)Nc1ccccc1OCC(=O)NCC(F)(F)F,-36,·,·
Cc1ccc(NC(=S)N2CCC(c3nc4ccccc4s3)CC2)cc1C,10,-0.97,-1.2

# Grouped by structure: the compounds so far with a furan ring, fused or not.
SMILES,Insulin prom inh,SDO1 yeast rescue,SDO1 yeast rescue Rescue 24 h
Cc1cc(NS(=O)(=O)c2ccc(NC(=O)c3cc4ccccc4o3)cc2)nc(C)n1,39,0.69,0.23
O=C(NCCCN1CCCC1=O)c1ccc2c(=O)n(Cc3ccco3)c(=S)[nH]c2c1,58,-0.01,-0.15
CN(C)C(CNC(=O)Cc1cccc(C(F)(F)F)c1)c1ccco1 (stereo not given),0,·,·

# Compound profiles, as listed above.
# CCOc1cc(/C=N/O)ccc1OCc1ccc(C)cc1 reads Insulin prom inh = -76; SDO1 yeast rescue = -0.07; SDO1 yeast rescue Rescue 24 h = 0.48
# Cc1ccc(OCCn2c(Br)nc3c2c(=O)n(C)c(=O)n3C)cc1 reads Insulin prom inh = -400; SDO1 yeast rescue = 1.4; SDO1 yeast rescue Rescue 24 h = -0.44

# In a second layout: 2 of the compounds above.
# Every second line gives: Insulin prom inh	SDO1 yeast rescue	SDO1 yeast rescue Rescue 24 h
Cc1ccc(OCCn2c(Br)nc3c2c(=O)n(C)c(=O)n3C)cc1
    -400	1.4	-0.44
CN(C)C(CNC(=O)Cc1cccc(C(F)(F)F)c1)c1ccco1 (stereo not given)
    0	·	·

# The results go on:
SMILES,Insulin prom inh,SDO1 yeast rescue,SDO1 yeast rescue Rescue 24 h
Nc1ccc(C(=O)OCc2ccncc2)cc1[N+](=O)[O-],-17,·,·
COc1ccc(S(=O)(=O)N(CC(=O)N2CCCC2)Cc2ccccc2)cc1,-52,-0.35,-0.25
O=C(N/N=C/c1ccccn1)c1cc(-c2ccc(Cl)cc2)nc2ccccc12,-7,-1.9,-1.4
O=S(=O)(NCc1ccco1)c1cccc(S(=O)(=O)N2CCOCC2)c1,0,0.5,-0.26
CCC(Sc1nc2c(c(=O)n1CC)SC(C)C2)C(=O)OC (stereo not given),·,0.47,0.15
COc1ccc(OCCSc2nnc(CCNC(=O)c3ccc(OC)cc3)n2C)cc1,-16,0.42,-0.03
CCc1ccc(S(=O)(=O)NCc2cn3ccccc3n2)s1,7,-0.05,-0.22
O=C(NCc1ccc(F)cc1)c1nc(-c2cccs2)no1,-24,·,·
Cc1ccc(NC(=O)CCN2C(=O)c3ccncc3C2=O)cc1,15,-0.36,-0.72
CCCNS(=O)(=O)c1ccc(CCC(=O)NCc2ccc3c(c2)OCO3)cc1,38,0.06,-0.75
COc1ccc(C(=O)OC(C(=O)c2ccc(C)cc2)c2ccccc2)cc1 (stereo not given),36,-0.58,-0.54
Cc1cc(N)ccc1NC(=O)c1ccccc1,-112,-0.62,-1.3
O=C(Nc1ccccc1)Nc1nccs1,50,1.5,2
CC(C)OC(=O)CSc1nc2ncc(Cl)cc2[nH]1,·,0.22,0.01
CCN1C(=O)/C(=C/c2cc(C)n(C)c2C)SC1=Nc1ccc(OC)cc1,-27,-0.06,1.8
O=S(=O)(NCCN1CCCC1)c1cccc2cccnc12,·,-0.16,0.64
Cc1ccc(NC(=O)Cn2cnc3c(nnn3Cc3ccc(F)cc3)c2=O)cc1,-5,·,·
COc1ccccc1NC(=O)c1c(NC(=O)c2ccco2)sc2c1CCC2,·,-1.4,-0.17
NNC(=O)C1CCCn2c1nc1sc3c(c1c2=O)CCCC3 (stereo not given),-43,0.34,-0.15
Cc1ccc(SCC(=O)c2c(C)[nH]c3ccccc23)cc1,-53,-0.49,-0.41
CCC(=O)Nc1ccccc1C(=O)N1CCCC1,30,1.3,1.6
CCc1ccc(C2CC(=O)N(c3cccc(F)c3)C3=C2C(=O)OC3)cc1 (stereo not given),-47,·,·
CCOC(=O)N1CCN(C(=O)c2ccc(NC(C)=O)cc2)CC1,-32,0.68,0.28
CC(=O)Nc1ccc(Cl)cc1C(=O)O,21,1.2,0.74
CC(=O)Nc1ccc(/C(C)=N/NS(=O)(=O)c2ccc(C)cc2)cc1,33,0.44,0.47
CC(C)c1ccc(NC(=O)c2ccc(Br)o2)cc1,-140,0.57,1
Cc1ccc(C2=CSC3=NS(=O)(=O)CCN23)cc1,8,·,·
Cc1ccc(NC(=O)N2CCC(c3nc4c(nnn4Cc4c(F)cccc4Cl)c(=O)[nH]3)CC2)cc1,6,-0.16,-0.33
CC(OC(=O)CNC(=O)C12CC3CC(CC(C3)C1)C2)C(=O)Nc1ccc(N2CCOCC2)cc1 (stereo not given),-7,0.3,-0.68
C/C=C/c1ccc(OC)c(OC(C)=O)c1,48,-0.15,-0.17

# Looked up above:
# CC(=O)Nc1ccccc1OCC(=O)NCC(F)(F)F in Insulin prom inh is listed with -36
# Cc1ccc(C2=CSC3=NS(=O)(=O)CCN23)cc1 in Insulin prom inh is listed with 8
# CCOc1ccc(C2CC(c3cccc(C)c3)n3ncnc3N2)cc1 (stereo not given) in SDO1 yeast rescue Rescue 24 h is listed with 0.1

# Continuation.
SMILES,Insulin prom inh,SDO1 yeast rescue,SDO1 yeast rescue Rescue 24 h
Cc1nn(-c2ccc(F)cc2)c2sc(C(=O)OCC(=O)N3CCC(C)CC3)cc12,11,-0.39,-0.34
COc1ccccc1Nc1ncc(-c2cccs2)s1,·,-1.7,-1.4
CCN(CCCNC(=O)CCNC(=O)Cn1cnc2ccccc2c1=O)c1cccc(C)c1,·,-0.23,-0.47
CCc1ccc(Nc2nc(N)nc(CSc3nnnn3-c3ccccc3)n2)cc1,-186,1.5,4.2
Cc1cccc(NC(=O)c2cc(Cl)sc2Cl)c1C,·,-0.74,-0.63
CCn1c(-c2ccc(F)cc2)n[nH]c1=S,30,1.4,1
O=C(N/N=C/c1cn(Cc2ccccc2)c2ccccc12)c1cccnc1,-79,0.55,0.65
CCOC(=O)c1[nH]c2ccc(OC)cc2c1NC(=O)OC,·,1.4,0.71
CC(C)CC(=O)Nc1ccc(OCC(=O)O)cc1,·,0.77,0.67
O=C(N/C(=C/c1ccc(Cl)cc1)c1nc2ccccc2[nH]1)c1ccco1,·,-0.5,-0.58
COC(=O)c1[nH]c2ccccc2c1NC(=O)Oc1ccccc1,45,-1,-1.3
Nc1nc(Cn2nnc(-c3ccccc3Cl)n2)nc(N2CCOCC2)n1,·,-0.41,-0.25
CCOC(=O)CC1C(C(=O)OCC)ON2OC(C(=O)OC)C(C(=O)OCC)C12 (stereo not given),-3,0.41,0.62
CCOC(=O)C(Cc1c[nH]c2ccccc12)NC(=O)CNC(C)=O (stereo not given),·,0.66,-0.57
CCOC(=O)c1[nH]nc(-c2cc(CC)c(O)cc2O)c1-c1cscn1,54,1.1,1.1
COc1cc(NC(=O)CN2CCN(c3ccccc3O)CC2)c(C)cc1[N+](=O)[O-],17,-0.32,-1.1
C=CCN(c1ccccc1OC)S(=O)(=O)c1cccc(C(=O)OCC(=O)c2c[nH]c3ccccc23)c1,-30,0.53,0.47
COc1cc2c(cc1OC)CN(C(=O)C(C)(C)C)CC2,-19,-0.21,-0.51
Cc1cccc(-n2ccnc2SCC(=O)O)c1C,17,·,·
CC(C)c1ccc(S(=O)(=O)N2CCN(CCC(=O)Nc3ccc(N(C)C)cc3)CC2)cc1,-55,-0.32,-0.53
COc1ccc[nH]c1=O,-155,0.81,0
Cc1nc2nc(C)c(CCC(=O)NC3CCCCC3)c(C)n2n1,12,·,·
COc1cccc2c(=O)n(CC(=O)N3CCC(C)CC3)ccc12,·,0.03,-0.64
O=C(Cn1[nH]c(=O)c2ccccc2c1=O)NNC(=O)c1ccccc1,15,·,·
CN1CCN(/N=C/c2nc(-c3ccccc3)n3ccccc23)CC1,31,0.21,0.06
COc1ccc(/C=C(\C#N)C(=O)C(C)(C)n2cncn2)cc1,-38,·,·
COCc1cc(C)nc2sc(C(=O)OC)c(N)c12,-12,-0.21,-0.51
O=C(C1CCCN(S(=O)(=O)c2cccc3nsnc23)C1)N1CCN(c2ccccn2)CC1 (stereo not given),·,0.86,1.2
O=c1[nH]c2ccccc2n1CCCSCCCn1c(=O)[nH]c2ccccc21,22,0.63,0.93
C(=N\Nc1nc(N2CCOCC2)nc(N2CCOCC2)n1)/c1cccnc1,·,0.03,-0.52
Cc1c(C(=O)N(C)Cc2ccccc2)oc2ccc(S(=O)(=O)N3CCCC3)cc12,29,-1.1,-0.82
COc1cccc(NC(=O)C(C)Oc2ccccc2)c1 (stereo not given),-118,1.6,2.4
Cc1cccc(N2CN(Cc3ccco3)CNC2=S)c1,·,0.73,0.79
O=C(COc1ccc(C(=O)c2ccccc2)cc1)NC1CCCCC1,16,-0.8,-0.74
Cc1cc([N+](=O)[O-])nn1CC(=O)NCCc1c[nH]c2ccccc12,53,·,·
Cc1ccc(NC(=O)CNc2ccc(Cl)c(Cl)c2)cc1S(=O)(=O)N(C)C,33,-0.14,0.08
COc1cccc(NS(=O)(=O)c2cc(C)ccc2OC)c1,-138,0.63,0.97
COC(=O)c1nn(-c2ccccc2)c(-c2ccccc2)c1C(=O)c1ccccc1,29,-0.98,-0.23
